# Screening results deposited in PubChem BioAssay by Sanford-Burnham Center for Chemical Genomics.
# EphA4 KYL inhibition = inhibitors of EphA4 binding to KYL peptide, primary screen, biochemical, colorimetric, mouse EphA4 (AID 689); EphA4-AP binding to KYL peptide, pNPP A405; higher % means a stronger effect; one-dose inhibition, % at 10 µM; IC50 in µM for titrated hits; hit rate 0.1% among 62,000; in the data active means a potency from the dose series; inactive means the rest, 99 in 100 with inhibition below about 22%
# * = called active by the depositor; & = joins results of further samples. These rows are one share of the data, so the mix of outcomes need not match the whole.
SMILES,EphA4 KYL inhibition
O=C(Cn1c(=O)n(Cc2ccccc2)c(=O)c2ccccc21)NCc1ccco1,-7%
CCc1ccccc1NC(=O)c1ccc(I)cc1,-20%
CCOC(=O)C(C)Sc1ccc2nnc(-c3ccc(F)cc3)n2n1 (stereo not drawn),-9%
N=c1c2c(n(Cc3ccc(Cl)c(Cl)c3)c3c1CCC3)CCCC2,-10%
Cc1nc(SCc2ccccc2)nc2ccccc12,-1%
CCCCC(CC)CNC(=O)c1[nH]c(C)c(C(C)=O)c1C (stereo not drawn),0%
O=S1(=O)CCN2C(=N1)Sc1c2ccc2c1CCCC2,-7%
O=C(Nc1c(C(=O)Nc2cccc(F)c2)oc2ccccc12)c1ccc2c(c1)OCO2,-24%
CC1(C)OC(=O)C(=CNCC(O)c2ccccc2)C(=O)O1 (stereo not drawn),3%
CCCCS(=O)(=O)NC1=NCN(CC)CN1,-5%
COc1ccc(Cc2nnc(SCc3c(C)noc3C)n2C2CCCCC2)cc1OC,-9%
COc1cccc(CN(CC(=O)NCC2CCCO2)C(=O)CCC(=O)Nc2cc(C)on2)c1 (stereo not drawn),-2%
CCOC(=O)CNC(=O)CSc1nc2sc(C)c(C)c2c(=O)n1C,-6%
CC(=O)NCCN1C(=O)C2C3c4ccccc4C(c4ccccc43)C2C1=O (stereo not drawn),-7%
Cc1cccc(C)c1OCC(=O)Nc1ccc(C(=O)Nc2ccccc2C(=O)O)cc1,-11%
COc1cc2ccccc2cc1-c1nnc(COc2ccccc2)o1,-2%
CCn1nnc(-c2ccccc2NC(=O)C(F)(F)F)n1,-34%
CCCc1cc(C(=O)Nc2ccc(C)cc2)no1,-3%
COc1ccc(CCN(C)C(=O)N2CCOCC2)cc1OC,16%
CC1(C)CC(=O)C(/C=N/c2ccccn2)=C(O)C1,16%
CCOc1ccccc1N1C(=O)NC(=O)C(=Cc2ccc(OC)cc2)C1=O,-8%
O=C(NCCN1CCc2ccccc2C1)C1CCN(S(=O)(=O)N2CCCCC2)CC1,-13%
COc1ccc(F)cc1CN1CCN(c2cc(C)nc3c4c(C)cc(C)nc4nn23)CC1,-3%
Cc1noc(N)c1C(=O)Nc1ccc(C(C)(C)C)cc1,0%
O=C(CSc1ccc(Cl)cc1)Nc1cccc(-c2nc3ncccc3o2)c1,-9%

# Next section (five carried over from the part before).
SMILES,EphA4 KYL inhibition
CCOc1ccccc1N1C(=O)NC(=O)C(=Cc2ccc(OC)cc2)C1=O,-8%
O=C(NCCN1CCc2ccccc2C1)C1CCN(S(=O)(=O)N2CCCCC2)CC1,-13%
COc1ccc(F)cc1CN1CCN(c2cc(C)nc3c4c(C)cc(C)nc4nn23)CC1,-3%
Cc1noc(N)c1C(=O)Nc1ccc(C(C)(C)C)cc1,0%
O=C(CSc1ccc(Cl)cc1)Nc1cccc(-c2nc3ncccc3o2)c1,-9%
Cc1ccc(C(=O)CSc2ccccn2)cc1,-20%
Nc1cc(N)nc(SCC(=O)NNC(=O)c2ccc(Cl)cc2)n1,-8%
CS(=O)(=O)NCCNc1cc(Cl)ccc1[N+](=O)[O-],-10%
c1ccc2cc(OCCOCCOc3ncnc4ccccc34)ccc2c1,5%
CC(/C=C/c1ccc(Cl)o1)=C\C(=O)O,-1%
CCN1c2ccccc2-c2nc3ccccc3n2C1c1cccnc1 (stereo not drawn),-18%
[O-]/C(=C(\C(=S)NCc1ccco1)[n+]1ccccc1)c1ccccc1Br,-6%
COc1cccc(C(=O)NNC(=O)C2CC(C)=C(C)CC2C(=O)O)c1 (stereo not drawn),-5%
COC(=O)C1(CCSC)NC(c2ccccc2OC)C2C(=O)N(C)C(=O)C21 (stereo not drawn),3%
Cc1cccc(-n2ncc3c(N4CC(C)CC(C)C4)ncnc32)c1 (stereo not drawn),9%
CCOC(=O)CNC(=O)c1ccc2c(c1)OCCO2,-12%
CCN(CC)c1ccc(/C=C2/C(=O)N(c3ccc([N+](=O)[O-])cc3)N=C2N2CCOCC2)cc1,-16%
CCCOc1ccc(N2C(=O)CC(N(O)c3ccccc3)C2=O)cc1 (stereo not drawn),1%
O=[N+]([O-])c1ccc(NCCNCCO)c(Cl)c1,-18%
COc1cccc(-n2nnc3c(=O)n(Cc4ccc(F)cc4)cnc32)c1,-7%
Cc1nn(Cc2ccccc2Cl)c(C)c1NC(=O)CCCn1nc(C)c([N+](=O)[O-])c1C,-9%
C=CCNC(=S)N1CCN(c2ncc3c(=O)c(C(=O)O)cn(CC)c3n2)CC1,-12%
COC(=O)c1ccc(S(=O)(=O)N(Cc2cc3cc4c(cc3[nH]c2=O)OCO4)C2CCCCC2)cc1,-14%
COc1ccc(NC(=O)COC(=O)Cn2c(C)nc3ccccc32)cc1OC,-13%
CCc1ccc2nc(NC(=O)c3cc(C)on3)sc2c1,4%
CCOc1ccc(CN2CCCN(C)CC2)cc1,-6%
OCc1c(O)cnc2ccccc12,-11%
O=C(CNCC1CCCCC1)Nc1ccccc1N1CCCCC1,-7%
CC(=O)Nc1cc(NC(C)=O)c2nc(N)sc2c1,-4%
Cc1cc(C)c(C(=O)COC(=O)Cn2cnnn2)cc1C,-5%
# The listing continues:
SMILES,EphA4 KYL inhibition
C=CCOC(=O)C1=C(C)NC(SCC(=O)OCC)=C(C#N)C1c1ccc(O)c(OC)c1 (stereo not drawn),0%
COc1ccc(C(O)P(=O)(O)CCc2ccccc2)cc1 (stereo not drawn),-13%
CCOC(=O)/C=C/C(=O)N1CCc2ccccc21,-9%
Cc1cccc(NC(=O)CN2C(=O)NC(Cc3ccccc3)C2=O)c1 (stereo not drawn),-17%
OC1(c2ccccc2)c2ccccc2-c2ncccc21 (stereo not drawn),6%
CCN(CC)CC(=O)Nc1c(Br)ccc2c1OCO2,0%
O=C(CN1CCN(c2ccc(F)cc2)CC1)c1ccc2c(c1)OCO2,-4%
Cc1ccc(NC(=O)c2cc(Br)ccc2Cl)c([N+](=O)[O-])c1,5%
CCOC(=O)C1CCCN(C(=O)c2ccc(CS(=O)(=O)c3ccc(C)cc3)o2)C1 (stereo not drawn),-9%
Cc1cccc(C)c1OCC(O)CN (stereo not drawn),-31%
CCCC(=O)Nc1c2c(nn1-c1ccc(OC)cc1)CS(=O)(=O)C2,-13%
C(=N\Nc1nc2ccccc2[nH]1)/c1cccs1,-2%
CCOC(=O)C1CCCN(C/C=C/c2ccccc2[N+](=O)[O-])C1 (stereo not drawn),-6%
O=S1(=O)Nc2c(ccc3cccnc23)-c2ccccc21,-12%
c1ccc(Nc2c3c(nc4ncnn24)CCC3)cc1,-1%
O=C(O)Cn1nnnc1SCC(=O)Nc1ccc(OC(F)(F)F)cc1,-4%
CCOC(=O)Nc1sc(C)c(CC)c1C(=O)OC,-6%
C=CCc1cccc(CNc2nc3ccccc3n2C(C)C)c1O,-8%
COc1ccc(CNc2nc3c(c(=O)[nH]c(=O)n3C)n2CCCc2ccccc2)cc1,-14%
CC(=O)Nc1ccc(C(=O)CSc2nnc(-c3ccc(O)cc3)n2CC2CCCO2)cc1 (stereo not drawn),7%
CCc1ccc(C(=O)COc2ccc(NC(C)=O)cc2)cc1,-15%
CCOC(=O)Cn1c(=O)oc2cc(S(=O)(=O)NC3CCCc4ccccc43)ccc21 (stereo not drawn),-4%
CN(Cc1ccccc1)c1nc2c(c(=O)[nH]c(=O)n2C)n1CCSc1nc2ccccc2[nH]1,-6%
N#Cc1nc(COc2cccc(Cl)c2)oc1N1CCCC1,-20%
C=CCNC(=O)COc1ccc2ccccc2c1,-5%
# (cont.)
SMILES,EphA4 KYL inhibition
CN(C)C(=O)NC1CCCCCCCCCCC1,-4%
CCOc1c(C)cc(-c2ncccc2O)cc1C,2%&0%
CCN(CC)c1ccc(-n2c(C)c(C(C)=O)c(C(C)=O)c2C)cc1,-19%
COc1ccc(OC)c(C2NC(=S)NC(C)=C2C(=O)Nc2cc(Cl)ccc2OC)c1 (stereo not drawn),6%
O=C(CCn1c(SCC(=O)NCc2ccco2)nc2ccccc2c1=O)NCCc1ccccc1,-7%
O=C(CN1CCOCC1)Nc1scc(-c2ccccc2)c1C(=O)N1CCOCC1,21%
COc1ccc(CCNc2cc(N3CCN(C(=O)c4ccc(Cl)cc4)CC3)ccc2[N+](=O)[O-])cc1OC,-10%
Cc1ccc(-c2ccnc3nc(Sc4ncc(C(F)(F)F)cc4Cl)nn23)cc1,4%
COc1ccccc1C1SCCN1S(=O)(=O)c1ccc(-c2ccccc2)cc1 (stereo not drawn),-12%
CC(=O)COc1ccc2c(C)c(C)c(=O)oc2c1,-3%&-7%
COc1ccc(C(=O)N/C(=C\c2ccc(Cl)cc2)C(=O)NCCN2CCOCC2)cc1,-23%
CC(C)Nc1nc(-c2cccnc2)nc2ccccc12,-2%
CCCCOc1ccc(C(=O)NCc2ccco2)cc1,-12%
O=C(Nc1ccc2c(c1)OCO2)c1cncc(Br)c1,-4%
Cn1c(C(=O)O)c(CC(=O)Nc2ccccc2F)c2ccccc21,-7%
C/C(=N\NC(=O)c1c(Cl)c(C)nn1C)c1cccc(NC(=O)COc2ccc(Cl)cc2)c1,-7%
CCOC(=O)c1ccccc1NC(=O)CC1Nc2ccccc2NC1=O (stereo not drawn),8%
CCN1C(=O)C2C(c3cccc(F)c3)NC(CC)(C(=O)OC)C2C1=O (stereo not drawn),-6%
CCOC(=O)Cn1nc(/C=C/c2ccccc2)ccc1=O,8%
Cc1ncsc1CCOC(=O)c1cccnc1,-18%
CCN(CC)C(=O)Oc1ccc2c(=O)c(-c3ccccc3)coc2c1,-4%
O=C(O)CCCCCN1C(=O)C(=O)/C(=C(/O)c2ccccc2)C1c1ccccc1 (stereo not drawn),-21%
CCOC(=O)C1CCN(C(c2cc3c(C)ccc(C)c3[nH]c2=O)c2nnnn2C2CCCCC2)CC1 (stereo not drawn),-4%
Clc1ccc(CNc2ncn[nH]2)cc1,0%
N#CC1=C(N)Oc2n[nH]c(-c3cccs3)c2C1C1C=CCCC1 (stereo not drawn),-2%

# In the list so far, five have a thiophene ring, fused or not:
SMILES,EphA4 KYL inhibition
CCOC(=O)CNC(=O)CSc1nc2sc(C)c(C)c2c(=O)n1C,-6%
C(=N\Nc1nc2ccccc2[nH]1)/c1cccs1,-2%
CCOC(=O)Nc1sc(C)c(CC)c1C(=O)OC,-6%
O=C(CN1CCOCC1)Nc1scc(-c2ccccc2)c1C(=O)N1CCOCC1,21%
N#CC1=C(N)Oc2n[nH]c(-c3cccs3)c2C1C1C=CCCC1 (stereo not drawn),-2%

# Going on with the list:
SMILES,EphA4 KYL inhibition
COc1ccc(-n2c3c(cc(C(=O)N4CCC(C)CC4)c2=O)C(=O)CC(C)(C)C3)cc1,9%
CC(C)(C)OC(=O)N1CCC[C@H]1c1nnc(SCc2c(F)cccc2Cl)o1,-7%
CCN(CC)S(=O)(=O)c1ccc(-n2cnnn2)c(C)c1,-14%
O=C(O)c1ccccc1C(=O)N(Cc1ccccc1)Cc1ccccc1,-6%
C=CCn1c(SCC(=O)N(CC)CC)nc(O)cc1=O,-4%
O=C1NC(=S)N/C1=C\c1cccc([N+](=O)[O-])c1,-2%
CCC(=S)/C=C1\Sc2ccccc2N1CCCS(=O)(=O)O,-9%
CCN(CCNC(=O)C1CCN(S(=O)(=O)c2cccc3nsnc23)CC1)c1ccccc1,1%
COc1ccccc1N/C(=N/c1nc(C)cc(C)n1)NC(C)=O,-1%
O=C(NCCC1=CCCCC1)C1CCN(S(=O)(=O)c2cccs2)CC1,-6%
O=C(COc1ccccc1[N+](=O)[O-])N/N=C/C=C/c1ccco1,-10%
Cc1nc(SCC(=O)NCC2CCCO2)c2oc3ccccc3c2n1 (stereo not drawn),11%
COc1ccc(-c2nc(CS(=O)CC(=O)N3CCc4ccccc4C3)c(C)o2)cc1 (stereo not drawn),-8%
C=CCOc1ccc(/C=C/C(=O)c2ccc(Br)cc2)cc1,2%
CCOc1ccc(-n2cc(C(=O)N3CCCCCC3)c3cc(OC)c(OC)cc3c2=O)cc1,-5%
CCC(=O)n1nc(-c2ccc(Cl)cc2)nc1NCc1ccccc1,0%
CC1(C)CC(=O)C2=C(C1)N(c1ccc(F)cc1)C(=O)C2(O)C(F)(F)F (stereo not drawn),-4%
O=C(COC(=O)CCCc1c[nH]c2ccccc12)Nc1ccc2c(c1)OCO2,2%
Nc1nc2nccc(-c3ccc(Cl)cc3)n2n1,4%
N#Cc1c2c(c(-c3ccco3)[nH]c1=O)CCCC2,1%
C/C(CC1(O)C(=O)N(C)c2ccccc21)=N\O (stereo not drawn),-21%
O=C(NNC(=O)c1ccccc1-n1cccc1)c1ccc(Cl)cc1,-7%
O=C(Nc1ccc(Br)cc1F)C1CCN(c2nnc(-n3cccc3)s2)CC1,-5%
COC(=O)c1ccc(CSc2nnc(C)s2)cc1,-15%
CN(C)c1cccc(C(=O)NCC2CCCO2)c1 (stereo not drawn),-5%

# In the list so far, these have a CF3 group.
SMILES,EphA4 KYL inhibition
CCn1nnc(-c2ccccc2NC(=O)C(F)(F)F)n1,-34%
O=C(O)Cn1nnnc1SCC(=O)Nc1ccc(OC(F)(F)F)cc1,-4%
Cc1ccc(-c2ccnc3nc(Sc4ncc(C(F)(F)F)cc4Cl)nn23)cc1,4%
CC1(C)CC(=O)C2=C(C1)N(c1ccc(F)cc1)C(=O)C2(O)C(F)(F)F (stereo not drawn),-4%

# Next section:
SMILES,EphA4 KYL inhibition
COc1ccc(OC)c(NC(=O)c2c3c(nc4ccccc24)CCC3)c1,1%
CCOC(=O)C1=C(N)Oc2cc(O)ccc2C1c1cccnc1 (stereo not drawn),2%
C=CCn1c(SC(C)C(=O)NCCC2=CCCCC2)nc2ccccc2c1=O (stereo not drawn),-8%
Cc1cccc(N2CCN(CC(=O)NCC3CCCCC3)CC2)c1C,-3%
CCOC(=O)Cc1csc(NC(=O)CSc2ncnc3c2cnn3-c2ccc(OC)cc2)n1,-14%
Cc1ccc(C(=O)N/C(=C\c2ccc(C(C)C)cc2)C(=O)NCC(C)C)cc1,9%
COC(=O)c1ccc(NC(=O)CN2C(=O)C3C4C=CC(C4)C3C2=O)cc1 (stereo not drawn),-10%
O=C(Nc1ccc(Cl)cc1)C1CC(=O)N(c2ccccc2)C1 (stereo not drawn),-6%
COC(=O)C1=C(C)N(c2ccc(Br)cc2)/C(=C\c2ccc(OCC(=O)Nc3ccccc3OC)cc2)C1=O,-3%
COc1cc(/C=N/O)cc(Br)c1OS(=O)(=O)c1ccc(C)cc1,6%
